High-throughput results deposited in PubChem BioAssay by Sanford-Burnham Center for Chemical Genomics.
SENP8 block-1: SENP8 (human) protease inhibition; hit rate 0.64% among 360,000; AID 602440; Q96LD8; recombinant SENP8, Nedd8 substrate fluorescence; inhibition, % at 20 µM; in the data active = inhibition mostly above about 40%, no sharp cut-off; inactive = mostly below about 27%
MIN6 prolif: inducers of beta-cell replication in MIN6 cells; MIN6 cells proliferation, ATPlite luminescence, 48 h; cells starved in 0.2% serum; 100% = growth in 10% serum; proliferation, % at 10 µM; hit rate 0.29% among 330,000; AID 2380;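 active = compounds whose signal lies at least 3.5 SD above the mean of all wells on their plate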;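 also: 0% = DMSO-treated cells in low-serum medium and 100% = 10% serum control; some compounds called inactive have numbers as strong as hits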
PfGluPho inh: PfG6PD (Plasmodium falciparum) enzyme inhibition | PfGluPho enzyme, NADPH resazurin-diaphorase fluorescence | inhibition, % at 20 µM | hit rate 0.78% among 350,000;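 active = inhibition reaching at least a set limit at 20 µM in the primary screen, cut at about 59% in these data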;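 also: 0% = DMSO wells with substrate and 100% = DMSO wells lacking glucose-6-phosphate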
UBC13 inh: blocks human UBC13 polyubiquitin chain formation; P61088; TR-FRET; inhibition, % at 20 µM; hit rate 0.47% among 330,000; AID 485273; in the data active = inhibition above about 45%, passing the limit was not always enough
SENP1 inh: inhibitors of human SENP1 SUMO protease catalytic domain. inhibition, % at 10 µM. hit rate 0.21% among 360,000. Q9P0U3. recombinant SENP1 catalytic domain, CyPet-SUMO1-YPet FRET cleavage;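 active = inhibition at least 30% at 10 µM, raw YFP signal under a set limit, fluorescence ratio 0.5 to 1.5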;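 also: 0% = enzyme with DMSO and 100% = no enzyme wells; some results filed as inactive read as strong as hits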
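Test system: hSENP1 catalytic domain, recombinant; Amount: 20 pM final SENP1 enzyme; Medium: Tris pH 8 buffer plus EDTA, NaCl, BME, BSA, NP40, catalase; Schedule: 50 min enzyme reaction, room temperature, light-protected; Technique: FRET fluorescence in CFP and YFP emission channels; Controls: no-enzyme wells low, DMSO-plus-enzyme wells high control.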
HKDC1 inh: HKDC1 (human) hexokinase inhibition. hit rate 0.16% among 340,000. Q2TB90. AID 493160. recombinant HKDC1, G6PDH/diaphorase resazurin coupled fluorescence. inhibition, % at 20 µM;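 active = inhibition above about 35% when tested at 20 µM, limit read from the data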;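 also: plate controls were DMSO wells with enzyme for no effect and DMSO wells lacking enzyme for full effect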
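Assay system: recombinant HKDC1 hexokinase; detection: coupled resazurin fluorescence, excitation 525 nm, emission 613 nm; benchmarks: DMSO-plus-enzyme-mix negative control, buffer-substituted positive control; compound dosing: single 20 µM dose; schedule: 90 min at room temperature in dark; also added: glucose plus 1 mM ATP as hexokinase substrates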
SENP8 block-2: blocks the human protease SENP8. Q96LD8. purified SENP8, Z-RLRGG-aminoluciferin cleavage, luminescence. inhibition, % at 10 µM. hit rate 1.2% among 330,000. AID 2540; in the data active = inhibition above about 50%
SENP7 block: SENP7 protease inhibition; Q9BQF6; AID 434973; recombinant SENP7, Z-RLRGG-aminoluciferin luminescence, 40 min; inhibition, % at 5 µM; hit rate 1.5% among 330,000;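 active = inhibition above about 50% at the single test dose, limit read from the data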;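 also: plate controls were DMSO with enzyme for no effect and no enzyme buffer wells for full effect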
SENP6 block: blocks the human protease SENP6; Q9GZR1; Recombinant SENP6 catalytic domain, aminoluciferin luminescence; inhibition, % at 10 µM; hit rate 1.8% among 330,000;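 active = inhibition above about 50% at the single tested dose, limit read from the data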;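 also: plate controls were DMSO wells with enzyme for no effect and DMSO wells lacking enzyme for full effect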
* marks the source's active call; other numbers are inactive results; . = not tested or not shown.

SMILES | SENP8 block-1 | MIN6 prolif | PfGluPho inh | UBC13 inh | SENP1 inh | HKDC1 inh | SENP8 block-2 | SENP7 block | SENP6 block
COc1cc2cc(CN(Cc3cccs3)C(=S)Nc3cccc(C)c3)c(=O)[nH]c2cc1OC | . | 0 | . | 4 | . | . | -1 | 0 | 0
CC1(C)CC(=O)C(C=NCCCN2CCOCC2)=C(O)C1 | 30 | 1 | 2 | -2 | 2 | 1 | -3 | 7 | -9
CN1CCN(S(=O)(=O)c2ccc(Oc3ccc(F)c(Cl)c3)nc2)CC1 | 8 | 0 | -7 | 4 | 4 | 5 | -1 | 2 | 8
CCN1CCN(C(c2cc3cc4c(cc3[nH]c2=O)OCO4)c2nnnn2C(C)(C)CC)CC1 (stereo not drawn) | -338 | -3 | -5 | -9 | -86 | -8 | -5 | -6 | -3
COc1cc(C(=O)NCC(=O)N/N=C(C)\C=C\c2ccccc2)cc(OC)c1OC | 5 | -2 | 6 | -7 | 2 | -12 | 4 | -2 | 3
COc1cccc(/C=c2/s/c(=C(\C#N)C(=O)N3CCOCC3)n(-c3ccccc3)c2=O)c1 | -85 | -1 | -10 | -8 | 0 | -6 | 10 | -2 | 7
O=C(/C=C/c1ccccc1)N1CCN(CC(O)COc2ccccc2)CC1 (stereo not drawn) | 28 | 2 | 0 | 5 | -1 | 5 | 2 | 3 | -5
CCCCN(CCCC)C(=O)C1(P(=O)(c2ccccc2)c2ccccc2)CCC1 | 25 | -2 | 3 | -2 | 0 | -1 | -9 | -8 | -10
O=C1Nc2ccccc2C(O)(C(=O)NCc2ccc3c(c2)OCO3)N1c1ccccc1 (stereo not drawn) | 10 | -2 | -5 | -1 | 1 | 0 | 3 | -1 | 5
CC1(C)CC(=O)c2c(O)cc(OCC(=O)N3CCN(c4ccccc4)CC3)cc2O1 | -7 | -2 | -13 | 9 | 1 | -5 | 0 | 4 | -3
COc1ccc(CC(C#N)(CO)c2nc3ccccc3[nH]2)cc1 (stereo not drawn) | 1 | -2 | -17 | -9 | -2 | -3 | -12 | -10 | -22
Cc1ccc(C(=O)NCCc2nnc(SCC(=O)Nc3nc(-c4ccccc4)cs3)n2C)cc1 | 32 | -2 | -19 | -4 | -2 | 5 | 2 | -3 | 11
CC(C)c1ccc(N(CCc2ccccn2)C(=O)C(C)(C)C)cc1 | 21 | 1 | 5 | -3 | 1 | 0 | 0 | -1 | -5
O=C(CCC(=O)c1ccccc1)NC1CCCN(Cc2ccccc2F)C1 (stereo not drawn) | 16 | 1 | -13 | 7 | -1 | 0 | 0 | 4 | 6
Cc1ccc2nc(C(C)O)[nH]c2c1 (stereo not drawn) | 7 | -2 | 3 | 8 | 1 | 7 | -1 | 0 | -16
O=C(Nc1ccccc1)OCCNC(=O)c1ccccc1 | 13 | 1 | 2 | 1 | 0 | -6 | 4 | -2 | 7
Cn1c(NC(=O)c2cccs2)cc(=O)n(C)c1=O | 6 | -1 | -12 | -4 | -2 | -6 | -4 | 0 | 3
O=C(C[n+]1cc(-c2ccc(F)cc2)n2c1CCC2)c1cccs1 | -12 | 0 | 12 | -1 | -6 | -5 | 0 | 7 | 4
COc1cc(C(=O)NC2=NCCS2)cc(OC)c1OC | 21 | 1 | -6 | 5 | -1 | -6 | 4 | 5 | -29
COc1ccccc1CNc1nc(C)c(C(=O)N(C)C)s1 | 4 | 0 | 29 | -1 | -1 | -3 | -4 | -5 | 2
CCCC(C)C(=O)OCC(=O)NCc1ccc(OC)c(OC)c1 (stereo not drawn) | 6 | -3 | 3 | -10 | 3 | 3 | 1 | 5 | 3
Cc1cnc(NC(=O)COc2ccccc2)s1 | 15 | -2 | -10 | -4 | -1 | -4 | -23 | -8 | -11
CCOC(=O)/C(C#N)=C\C1=C(N2CCCC2)CC(C)(CC)OC1 (stereo not drawn) | -10 | -1 | 10 | 2 | -54 | 0 | 13 | -6 | 9
COc1ccc(NC(=O)CCCC2CCCCC2)cc1S(=O)(=O)N1CCCCC1 | -1 | -5 | -1 | 6 | 2 | -5 | -4 | 4 | -6
C/C(=N\NC(=O)c1ccoc1C)c1ccccc1 | 20 | -3 | 7 | 1 | 3 | -8 | 51* | 69* | 73*
CN(CC(=O)Nc1ccccc1[N+](=O)[O-])Cc1ccc(Br)cc1 | 10 | -4 | 2 | 7 | 2 | 5 | 6 | -1 | -9
Cn1c(SCC(=O)NC2CCS(=O)(=O)C2)nc2ccccc21 (stereo not drawn) | -2 | 6 | -30 | 3 | 0 | -4 | 1 | 4 | -4
COc1ccc(Cc2nc(-c3ccc(-n4cccc4)cc3)no2)cc1 | 4 | 1 | 0 | 38 | 0 | 1 | -16 | 12 | -9
O=C(Cc1cccc2ccccc12)N/N=C/c1ccc(Sc2cccc3cccnc23)o1 | . | -4 | . | -4 | . | . | -5 | 4 | 0
O=[N+]([O-])c1ccc(C2CNC(c3ccccc3)O2)cc1 (stereo not drawn) | 20 | -2 | 4 | 0 | 3 | -11 | 0 | -3 | -7
CCC(C)[C@H](NC(=O)N1CC(=O)Nc2ccccc21)C(=O)N[C@H](Cc1ccccc1)C(=O)O (stereo partly drawn) | 41* | -1 | -7 | -6 | 2 | -4 | -9 | -3 | 0
Cc1cccc(C)c1NC(=O)CSCC(=O)c1ccc(O)c(O)c1 | 13 | 1 | -10 | 7 | 1 | -9 | 4 | 4 | 4
CNC(=O)OCc1nc(SSC(C)(C)C)n(C)c1COC(=O)NC | 8 | . | 20 | . | 3 | 1 | . | . | .
COc1cc(OC)cc(C(=O)NCC(=O)OCC(=O)N2c3ccccc3NC(=O)C2(C)C)c1 | 6 | -2 | -17 | -2 | 2 | -6 | 5 | 6 | 17
CCCCN(C(=O)c1oc2ccc(OCC)cc2c1C)c1c(N)n(CC(C)C)c(=O)[nH]c1=O | -114 | 0 | 4 | 1 | -23 | -1 | 8 | -3 | 2
COc1cccc(NC(=O)Cn2c(=O)n(-c3ccccc3)c(=O)c3oc4ccccc4c32)c1 | 1 | -2 | -8 | -5 | 0 | -9 | 2 | 6 | 11
O=C(N1CCN=C1SCc1cccnc1)C12CC3CC(CC(C3)C1)C2 | 19 | -1 | 1 | 5 | 2 | 0 | -2 | -5 | -1
CCOc1ccc(C(=O)NCC(=O)OCc2c(F)cccc2Cl)cc1OCC | 16 | 3 | -17 | 8 | 2 | 17 | -6 | 6 | -4
CC(C)CCN1CCN(Cc2cccc3nonc23)CC1CCO (stereo not drawn) | 18 | -2 | -15 | -9 | 1 | -14 | -2 | 5 | 0
CCCOc1ccc(/C=C/C(=O)N2CCN(c3ccccn3)CC2)cc1 | 8 | -5 | -12 | 13 | 2 | -4 | -4 | 9 | 10
O=C(NCCc1nnc2ccc(N3CCCC3)nn12)c1ccccc1 | -8 | 3 | -3 | -8 | 1 | -25 | 2 | -3 | -11
O=c1[nH]c(-c2ccccn2)nc2sc(-c3ccccc3)cc12 | -390 | . | 39 | . | -91 | 11 | . | . | .
Cc1nc(=O)c(-c2ccccc2)c(C)n1CC1CCCO1 (stereo not drawn) | 23 | 0 | -7 | 5 | -1 | -7 | -6 | 3 | -3
Cc1csc(N/N=C/c2ccccc2F)n1 | -26 | -5 | 1 | 2 | -5 | -4 | 38 | 33 | 46
CS(=O)(=O)N1CCCC(C(=O)NCCCN2CCOCC2)C1 (stereo not drawn) | 10 | -2 | -9 | 0 | 0 | 14 | 0 | 7 | -3
CC(=O)OCc1ccccc1Sc1ccccc1C(=O)NCc1ccccc1 | 20 | 0 | 4 | 1 | 0 | -4 | 0 | 6 | -13
O=C(NCc1ccccc1)/C(=C/c1ccc(OC(F)F)cc1)c1ccccc1 | 15 | -3 | 0 | -5 | 3 | 11 | -3 | 5 | 1
Cc1cc(=O)cc(C)n1-c1ccc(O)cc1 | 3 | 1 | -9 | 4 | 1 | -9 | 5 | 2 | 21

Laid out differently: results already given
Fields: SENP8 block-1 | MIN6 prolif | PfGluPho inh | UBC13 inh | SENP1 inh | HKDC1 inh | SENP8 block-2 | SENP7 block | SENP6 block
> CCOc1ccc(C(=O)NCC(=O)OCc2c(F)cccc2Cl)cc1OCC
  16 | 3 | -17 | 8 | 2 | 17 | -6 | 6 | -4
> CC(C)CCN1CCN(Cc2cccc3nonc23)CC1CCO (stereo not drawn)
  18 | -2 | -15 | -9 | 1 | -14 | -2 | 5 | 0
> CCCOc1ccc(/C=C/C(=O)N2CCN(c3ccccn3)CC2)cc1
  8 | -5 | -12 | 13 | 2 | -4 | -4 | 9 | 10
> O=C(NCCc1nnc2ccc(N3CCCC3)nn12)c1ccccc1
  -8 | 3 | -3 | -8 | 1 | -25 | 2 | -3 | -11
> O=c1[nH]c(-c2ccccn2)nc2sc(-c3ccccc3)cc12
  -390 | . | 39 | . | -91 | 11 | . | . | .
> Cc1nc(=O)c(-c2ccccc2)c(C)n1CC1CCCO1 (stereo not drawn)
  23 | 0 | -7 | 5 | -1 | -7 | -6 | 3 | -3
> Cc1csc(N/N=C/c2ccccc2F)n1
  -26 | -5 | 1 | 2 | -5 | -4 | 38 | 33 | 46
> CS(=O)(=O)N1CCCC(C(=O)NCCCN2CCOCC2)C1 (stereo not drawn)
  10 | -2 | -9 | 0 | 0 | 14 | 0 | 7 | -3
> CC(=O)OCc1ccccc1Sc1ccccc1C(=O)NCc1ccccc1
  20 | 0 | 4 | 1 | 0 | -4 | 0 | 6 | -13
> O=C(NCc1ccccc1)/C(=C/c1ccc(OC(F)F)cc1)c1ccccc1
  15 | -3 | 0 | -5 | 3 | 11 | -3 | 5 | 1
> Cc1cc(=O)cc(C)n1-c1ccc(O)cc1
  3 | 1 | -9 | 4 | 1 | -9 | 5 | 2 | 21

Remaining list, next part:
SMILES | SENP8 block-1 | MIN6 prolif | PfGluPho inh | UBC13 inh | SENP1 inh | HKDC1 inh | SENP8 block-2 | SENP7 block | SENP6 block
CS(=O)(=O)Nc1cccc2[nH]ncc12 | -14 | -4 | -3 | 0 | -3 | 17 | 0 | 8 | 2
O=C1Nc2ccccc2SC1c1ccccc1Cl (stereo not drawn) | 12 | . | 36 | . | 2 | 0 | . | . | .
O=C(c1ccco1)N1CCN(S(=O)(=O)N2CCOCC2)CC1 | 9 | 2 | -6 | 6 | 1 | -8 | -5 | -3 | 8
COc1cc(CNc2ccc(N3CCN(C(C)=O)CC3)cc2)ccc1OCc1ccccc1 | -67 | -2 | 38 | -6 | 2 | 2 | -16 | -7 | 0
COc1ccccc1CNC(=O)C(=O)NCC1OCCCN1S(=O)(=O)c1cccs1 (stereo not drawn) | 10 | 2 | 12 | -4 | -2 | -8 | 1 | -4 | -7
